SRC1 TRFRET art – TR-FRET detection interference compounds, primary screen, artefact control for PPARgamma SRC-1 recruitment agonists, biochemical, TR-FRET emission ratio; 0.34% of 99,000 active; TR-FRET detection artefact counter-screen; hits give high values; TR-FRET ratio at 8 µM; AID 1051, 2008; in the data active = TR-FRET ratio above about 2300; also: inactives centre near 1800
SRC3 TRFRET art – TR-FRET detection interference compounds, artefact control for PPARgamma SRC-3 recruitment agonists, biochemical, TR-FRET ratio; TR-FRET artefact counter-screen, PPARgamma/SRC-3 format; hits give high values; TR-FRET ratio at 8 µM; 0.39% of 99,000 active; AID 1048, 2008; in the data active = TR-FRET ratio above about 2000; also: inactives centre near 1600
The depositor's hits bear a star. These rows are one share of the data; the hit share may differ from the screen's.

Results for O=C1c2cccc3cccc(c23)C(=O)N1OS(=O)(=O)c1ccc(Br)cc1 ?
SRC1 TRFRET art: 1814; SRC3 TRFRET art: 1450

How did Cc1cc(CNC(=O)COc2ccccc2F)c2ccccc2n1 do in these assays?
SRC1 TRFRET art: 2054; SRC3 TRFRET art: 1621

What do the screens show for `Cc1[nH]c2ccccc2c1C(=O)C(=O)N1CCN(C(=O)c2ccco2)CC1`?
SRC1 TRFRET art: 1610; SRC3 TRFRET art: 1464

What do the screens show for `CC1CC(=O)C2=C(C1)Nc1nc3ccccc3n1C2c1cccnc1` (stereo not drawn)?
SRC1 TRFRET art: 1870; SRC3 TRFRET art: 1591

What do the screens show for `CCCC(=O)Nc1nc2ccc(NC(=O)c3ccccc3F)cc2s1`?
SRC1 TRFRET art: 1749; SRC3 TRFRET art: 1541

Results for CN1CCN(Cc2c(O)ccc3cc(-c4ccccn4)c(=O)oc23)CC1 ?
SRC1 TRFRET art: 1764; SRC3 TRFRET art: 1825

How did CCn1ccnc1CN(C)C(=O)CCc1nnc(CCCc2ccccc2)o1 do in these assays?
SRC1 TRFRET art: 1796; SRC3 TRFRET art: 1717

Results for COc1ccccc1OCCCCOc1ccccc1C(C)=O ?
SRC1 TRFRET art: 1725; SRC3 TRFRET art: 1379

What do the screens show for `COc1cc(C(=O)NCCC(=O)NCCN2CCCCCC2)cc(OC)c1OC`?
SRC1 TRFRET art: 1673; SRC3 TRFRET art: 1243

How did O=C(NC(Cc1ccccc1)C(=O)Oc1ccc2c(C(F)(F)F)cc(=O)oc2c1)OCc1ccccc1 (stereo not drawn) do in these assays?
SRC1 TRFRET art: 1573; SRC3 TRFRET art: 1508

How did Cc1c(C=O)c2ccccn2c1C(=O)c1cccs1 do in these assays?
SRC1 TRFRET art: 1891; SRC3 TRFRET art: 1566

Results for CCCCN1CC2=C(C1=O)C(c1ccc(O)cc1)NC(=O)N2C (stereo not drawn) ?
SRC1 TRFRET art: 1803; SRC3 TRFRET art: 1429

Results for CC(C)(C)c1cnnn1-c1cccc([N+](=O)[O-])c1 ?
SRC1 TRFRET art: 1932; SRC3 TRFRET art: 1590

How did CC(NC(=O)COC(=O)Cc1ccccc1[N+](=O)[O-])c1ccccc1 (stereo not drawn) do in these assays?
SRC1 TRFRET art: 1969; SRC3 TRFRET art: 1584

How did CCN1CCN(CC(=O)N/N=C/c2ccc(F)cc2F)CC1 do in these assays?
SRC1 TRFRET art: 1718; SRC3 TRFRET art: 1680

How did COc1ccc(NC(=O)/C(C#N)=C/c2ccc3c(c2)n(C)c(=O)n3C)cc1 do in these assays?
SRC1 TRFRET art: 1880; SRC3 TRFRET art: 1563

How did Cn1c(CNc2cccc(Cl)c2)nnc1SCC#N do in these assays?
SRC1 TRFRET art: 1820; SRC3 TRFRET art: 1366

How did Cc1cc(C(=O)CSc2nnc(-c3ccc4c(c3)OCO4)o2)c(C)n1-c1ccc(F)cc1 do in these assays?
SRC1 TRFRET art: 1701; SRC3 TRFRET art: 1556

How did NC(=O)c1c(NC(=O)c2cccs2)sc2c1CCCCCC2 do in these assays?
SRC1 TRFRET art: 1905; SRC3 TRFRET art: 1691

How did COc1ccc(-n2c(=O)c3ccccc3n(Cc3ccccc3F)c2=O)cc1OC do in these assays?
SRC1 TRFRET art: 1639; SRC3 TRFRET art: 1537

Results for Cc1cc(C)c(S(=O)(=O)C(C)C)c(=O)[nH]1 ?
SRC1 TRFRET art: 2140; SRC3 TRFRET art: 1711

What do the screens show for `COc1ccc(NC(=O)CSc2c3c(nc4ccccc24)CCCC3)c(OC)c1`?
SRC1 TRFRET art: 2200; SRC3 TRFRET art: 1880

Results for CCOC(=O)C1C(C(=O)Nc2cccc(C(F)(F)F)c2)C1C(=O)NC(C)C (stereo not drawn) ?
SRC1 TRFRET art: 1886; SRC3 TRFRET art: 1641

What do the screens show for `COc1ccc(C2CC(c3ccccc3OC(C)=O)=NN2C(=O)/C=C/c2ccccc2)cc1` (stereo not drawn)?
SRC1 TRFRET art: 1876; SRC3 TRFRET art: 1777

Results for Cc1n[nH]c(=O)n1-c1ccc(C(C)(C)C)cc1 ?
SRC1 TRFRET art: 1818; SRC3 TRFRET art: 1628

How did O=C(O)c1ccc(CSc2nnc(-c3ccccc3Cl)n2-c2ccccc2)cc1 do in these assays?
SRC1 TRFRET art: 1702; SRC3 TRFRET art: 1528

How did Cc1cccc(NC(=S)Nc2ccc(Oc3ccccc3)cc2)n1 do in these assays?
SRC1 TRFRET art: 1856; SRC3 TRFRET art: 1643

Results for OCCN(Cc1ccccc1)C(=S)Nc1ccc(F)cc1 ?
SRC1 TRFRET art: 1822; SRC3 TRFRET art: 1571

Results for COC(=O)c1c(C)[nH]c(C(=O)N2CCN(c3ccc(OC)cc3)CC2)c1C ?
SRC1 TRFRET art: 1410; SRC3 TRFRET art: 1524

How did Cc1noc(NS(=O)(=O)c2ccc(N/C=C\C(=O)c3ccccc3)cc2)c1C do in these assays?
SRC1 TRFRET art: 1801; SRC3 TRFRET art: 1446

What do the screens show for `O=C(COC(=O)c1cccs1)NCCCc1ccccc1`?
SRC1 TRFRET art: 1737; SRC3 TRFRET art: 1697

Results for Cc1cc(C)n(-c2nc3ccccc3n3nnnc23)n1 ?
SRC1 TRFRET art: 1480; SRC3 TRFRET art: 1417

What do the screens show for `COc1cc(/C=C/C(=O)O)cc2c1OCCO2`?
SRC1 TRFRET art: 1511; SRC3 TRFRET art: 1388

What do the screens show for `O=C(CSc1nc2ccccc2n1CCc1ccccc1)NC1CC1`?
SRC1 TRFRET art: 1856; SRC3 TRFRET art: 1501

What do the screens show for `CCN(CC)C(=O)c1c(Cl)nc(C)c([N+](=O)[O-])c1C`?
SRC1 TRFRET art: 1567; SRC3 TRFRET art: 1545

Results for CCOC(=O)N1CCN(C(=O)CSc2nnc(Cn3c(=O)sc4ccccc43)n2C)CC1 ?
SRC1 TRFRET art: 1882; SRC3 TRFRET art: 1576

Results for CCOC(=O)c1c(-c2ccccc2)csc1NC(=O)c1cc2ccccc2oc1=O ?
SRC1 TRFRET art: 1821; SRC3 TRFRET art: 1652

What do the screens show for `O=C1c2ccccc2C(O)(Cc2ccccc2)N1c1ccc2c(c1)OCO2` (stereo not drawn)?
SRC1 TRFRET art: 1663; SRC3 TRFRET art: 1543

How did CCc1nc2ccc(C(=O)Nc3cccc(C(C)=O)c3)cc2nc1CC do in these assays?
SRC1 TRFRET art: 1697; SRC3 TRFRET art: 1517

How did O=CN1CCN(C(=O)Cc2ccc([N+](=O)[O-])cc2)CC1 do in these assays?
SRC1 TRFRET art: 1655; SRC3 TRFRET art: 1517

Results for Cc1noc(C)c1CS(=O)(=O)c1ccc([N+](=O)[O-])cc1 ?
SRC1 TRFRET art: 1721; SRC3 TRFRET art: 1643

What do the screens show for `NC(=O)c1c(NC(=O)COC(=O)c2ccc(S(=O)(=O)Nc3ccccc3)cc2)sc2c1CCCC2`?
SRC1 TRFRET art: 1888; SRC3 TRFRET art: 1562

Results for CC(=O)NS(=O)(=O)c1ccc(NC(=O)c2ccccn2)cc1 ?
SRC1 TRFRET art: 1905; SRC3 TRFRET art: 1715

Results for COc1ccc(C(=O)N2CCCC(CCC(=O)NCc3ccc(F)c(F)c3)C2)cc1F (stereo not drawn) ?
SRC1 TRFRET art: 1923; SRC3 TRFRET art: 1697

What do the screens show for `COc1ccc(-c2nnn(Cc3nc(N)nc(N4CCCCC4)n3)n2)cc1`?
SRC1 TRFRET art: 1715; SRC3 TRFRET art: 1670

Of the compounds above, these contain two or more sulfur atoms.
How did NC(=O)c1c(NC(=O)c2cccs2)sc2c1CCCCCC2 do in these assays?
SRC1 TRFRET art: 1905; SRC3 TRFRET art: 1691

Results for CCOC(=O)N1CCN(C(=O)CSc2nnc(Cn3c(=O)sc4ccccc43)n2C)CC1 ?
SRC1 TRFRET art: 1882; SRC3 TRFRET art: 1576

What do the screens show for `NC(=O)c1c(NC(=O)COC(=O)c2ccc(S(=O)(=O)Nc3ccccc3)cc2)sc2c1CCCC2`?
SRC1 TRFRET art: 1888; SRC3 TRFRET art: 1562

The main list resumes, repeating the four entries before the break.
What do the screens show for `NC(=O)c1c(NC(=O)COC(=O)c2ccc(S(=O)(=O)Nc3ccccc3)cc2)sc2c1CCCC2`?
SRC1 TRFRET art: 1888; SRC3 TRFRET art: 1562

Results for CC(=O)NS(=O)(=O)c1ccc(NC(=O)c2ccccn2)cc1 ?
SRC1 TRFRET art: 1905; SRC3 TRFRET art: 1715

Results for COc1ccc(C(=O)N2CCCC(CCC(=O)NCc3ccc(F)c(F)c3)C2)cc1F (stereo not drawn) ?
SRC1 TRFRET art: 1923; SRC3 TRFRET art: 1697

What do the screens show for `COc1ccc(-c2nnn(Cc3nc(N)nc(N4CCCCC4)n3)n2)cc1`?
SRC1 TRFRET art: 1715; SRC3 TRFRET art: 1670

How did O=C(C1=C[C@H](c2ccc(Br)cc2)C[C@H](OCc2ccc(CO)cc2)O1)N1CCN(Cc2ccc3c(c2)OCO3)CC1 do in these assays?
SRC1 TRFRET art: 1574; SRC3 TRFRET art: 1610

How did O=C(CN1CCOCC1)Nc1cccc(S(=O)(=O)N2CCCCCC2)c1 do in these assays?
SRC1 TRFRET art: 1783; SRC3 TRFRET art: 1605

How did Cc1ccc(S(=O)(=O)NC(CCc2ccccc2)CC(=O)C(C)(C)C)cc1 (stereo not drawn) do in these assays?
SRC1 TRFRET art: 1746; SRC3 TRFRET art: 1450

Results for O=C(NN1C(=O)c2ccccc2NC1c1ccc([N+](=O)[O-])o1)c1ccccc1 (stereo not drawn) ?
SRC1 TRFRET art: 1862; SRC3 TRFRET art: 1788

How did COC(=O)c1ccnc(SCC(=O)c2ccccc2)c1 do in these assays?
SRC1 TRFRET art: 1671; SRC3 TRFRET art: 1796

How did Cc1ccccc1C(=O)OC1OC(=O)C(Cl)=C1Nc1ccc(C(=O)O)cc1 (stereo not drawn) do in these assays?
SRC1 TRFRET art: 1847; SRC3 TRFRET art: 1582

What do the screens show for `Cc1ccc(S(=O)(=O)NCC2(c3ccccc3)CCOCC2)cc1`?
SRC1 TRFRET art: 1764; SRC3 TRFRET art: 1448

Results for CCn1c(/C=C/c2c[nH]c3ccccc23)nc2ccccc2c1=O ?
SRC1 TRFRET art: 1917; SRC3 TRFRET art: 1611

Results for Cc1c(/C=N/NC(=O)CNc2ccccc2)c2ccccn2c1C(=O)c1ccccc1 ?
SRC1 TRFRET art: 1602; SRC3 TRFRET art: 1574

How did O=C(NCc1ccccn1)C(=O)NCc1ccccn1 do in these assays?
SRC1 TRFRET art: 1666; SRC3 TRFRET art: 1436

What do the screens show for `Clc1ccc(-c2nnc(-c3ccco3)nc2N2CCCCC2)cc1`?
SRC1 TRFRET art: 1700; SRC3 TRFRET art: 1395

How did O=C(O)C1CSC(CCc2ccccc2)N1 (stereo not drawn) do in these assays?
SRC1 TRFRET art: 1942; SRC3 TRFRET art: 1554

What do the screens show for `COc1ccc(CN2CCC(N(CCc3ccccc3)Cc3ccccc3)CC2)c(OC)c1`?
SRC1 TRFRET art: 1655; SRC3 TRFRET art: 1506

What do the screens show for `Cc1cccc(/C(N)=N/OC(=O)Cc2cccc3ccccc23)c1`?
SRC1 TRFRET art: 1675; SRC3 TRFRET art: 1565

How did CCOC(=O)C(Cc1ccccc1)C(=O)Nc1cccc2ccccc12 (stereo not drawn) do in these assays?
SRC1 TRFRET art: 1847; SRC3 TRFRET art: 1621

How did CCCC(=O)OCC(=O)Nc1cc([N+](=O)[O-])ccc1OC do in these assays?
SRC1 TRFRET art: 1888; SRC3 TRFRET art: 1592

What do the screens show for `CCOc1ccc(Br)cc1S(=O)(=O)Nc1ccc(NC(=O)c2ccccc2F)cc1`?
SRC1 TRFRET art: 1670; SRC3 TRFRET art: 1553

How did Cc1ccccc1-n1c(SC2CCOC2=O)nnc1-c1ccncc1 (stereo not drawn) do in these assays?
SRC1 TRFRET art: 1821; SRC3 TRFRET art: 1714

What do the screens show for `Cc1ccc(CC(=O)NCCCn2ccnc2)cc1`?
SRC1 TRFRET art: 1686; SRC3 TRFRET art: 1423

Results for CC(C)n1c(O)c(N=Nc2ccc(Cl)nn2)c2ccccc21 ?
SRC1 TRFRET art: 1527; SRC3 TRFRET art: 1625

How did Cc1ccc(N2NC3(CCN(C(N)=O)CC3)NC2=O)cc1 do in these assays?
SRC1 TRFRET art: 1842; SRC3 TRFRET art: 1535

Results for CC(C)CCNC(=O)C(C)N(Cc1ccc(F)cc1)C(=O)c1ccc(CN2CCOCC2)o1 (stereo not drawn) ?
SRC1 TRFRET art: 1828; SRC3 TRFRET art: 1511

How did Cn1c(SCC(=O)c2c(N)n(C)c(=O)n(C)c2=O)nnc1-c1ccccc1 do in these assays?
SRC1 TRFRET art: 1690; SRC3 TRFRET art: 1886

Results for COc1ccccc1CC(=O)NNS(=O)(=O)c1ccccc1[N+](=O)[O-] ?
SRC1 TRFRET art: 1722; SRC3 TRFRET art: 1594

Results for CC1CC(C)(C)CC2(C1)NC(=O)N(CC(=O)NCCc1c[nH]c3ccccc13)C2=O (stereo not drawn) ?
SRC1 TRFRET art: 1916; SRC3 TRFRET art: 1663

What do the screens show for `CN(CC1CCCO1)S(=O)(=O)c1ccc(C(=O)N2CCN(c3ccccc3)CC2)cc1` (stereo not drawn)?
SRC1 TRFRET art: 1851; SRC3 TRFRET art: 1606

How did Cc1cc(Cl)c(OCCOCCN2CCC(C)CC2)c(Br)c1 do in these assays?
SRC1 TRFRET art: 1725; SRC3 TRFRET art: 1644

How did CC(=O)c1ccc(NC(=S)N2CCN(CCN3C(=O)c4cccc5cccc(c45)C3=O)CC2)cc1 do in these assays?
SRC1 TRFRET art: 1937; SRC3 TRFRET art: 1444

How did O=C1OCCC1Sc1nc2ccccc2c(=O)n1Cc1ccc(F)cc1 (stereo not drawn) do in these assays?
SRC1 TRFRET art: 1987; SRC3 TRFRET art: 1503
